Assay outcomes from PubChem.
HDAC3 inhib: HDAC3 deacetylase inhibitors, primary screen, biochemical, fluorescence, cell-free homogeneous; recombinant HDAC3, fluorogenic peptide/trypsin coupled; inhibition, % at 8.3 µM; 320,000 tested, 0.15% active; AID 2718, 2010; in the data active means inhibition above about 26%, passing the limit was not always enough
KCNQ1 pot: potentiators or activators of KCNQ1 channel, primary screen, cell-based, thallium flux, high-throughput | Potassium voltage-gated channel subfamily KQT member 1 (Homo sapiens), P51787 | CHO-K1 KCNQ1, thallium flux FluxOR fluorescence; active compounds read high | B-score at 10 µM | 310,000 tested, 0.35% active | AID 2648, 2010;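 active means fluorescence ratio B-score, a plate-corrected score, at least three library SD, with initial intensity B-score within 5 SD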
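Assay system: CHO-K1 cells stably expressing KCNQ1; Medium: assay buffer with matched DMSO; Also added: K+/Tl+ depolarizing stimulus; Dosing: single dose; Timing: dye 90 min, compound 20 min, room temperature; Measured by: kinetic FluxOR thallium fluorescence, 10-s 1-Hz baseline, 110-s post-stimulus read; Read-out: peak-minus-minimum fluorescence over initial fluorescence, negative-control normalized, B-scored.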
KCNK3 inh: human KCNK3 channel inhibitors, primary screen, CHO cells, FluxOR thallium flux, B-score | FluxOR fluorescence; active compounds read low | 340,000 tested, 0.84% active | B-score at 10 µM;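 active means B-score under library mean minus 4 SD, starting fluorescence ratio at most library mean plus 5 SD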;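 further: more negative B-score means stronger inhibition of thallium flux through KCNK3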
TRPC4 agonist: activators of mouse TRPC4 channel, primary screen, Fluo4 calcium, HEK293 TRPC4beta/mu-opioid cells | AID 2237, 2010 | 310,000 tested, 0.49% active | Short transient receptor potential channel 4 (Mus musculus), Q9QUQ5 | Fluo4 calcium fluorescence; active compounds read high | B-score at 10 µM;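 active means B-score above 5 SD of library B-scores, and initial fluorescence ratio not above library mean plus 5 SD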;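 further: positive B-score marks a calcium rise read as TRPC4 activation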
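Assay system – TRPC4beta and mu-opioid receptor HEK293 stable cells · Measured by – Fluo4 fluorescence, kinetic · Schedule – dye loading 45 min room temperature, 110 s kinetic read · Read-out – B-scored integrated calcium fluorescence ratio · Controls – buffer and maximal DAMGO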
KCNK9 inh: KCNK9 potassium channel inhibitors, primary screen, HEK293 cells, thallium flux | FluxOR thallium flux fluorescence; active compounds read low | B-score at 10 µM | 310,000 tested, 1.2% active;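 active means ratio B-score over 3 SD below the library mean, with starting fluorescence within 5 SD of its mean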;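 further: negative B-score means less thallium flux so channel inhibition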
TMEM16A inh: TMEM16A chloride channel inhibitors, primary screen, cell-based, HTS; Anoctamin-1 (Mus musculus), Q8BHY3; HEK293 TMEM16A/YFP iodide influx fluorescence, ionomycin; normalized B-score (activity score, 25-100; higher = stronger inhibition) at 10 µM; 310,000 tested, 1.2% active; AID 588511, 2011;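 active means ratio plate-corrected score three or more library SD toward inhibition, starting fluorescence score within five deviations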;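 further: score derived from kinetic fluorescence span divided by baseline fluorescence per well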
Target sequence (Q8BHY3 whole entry, looked up): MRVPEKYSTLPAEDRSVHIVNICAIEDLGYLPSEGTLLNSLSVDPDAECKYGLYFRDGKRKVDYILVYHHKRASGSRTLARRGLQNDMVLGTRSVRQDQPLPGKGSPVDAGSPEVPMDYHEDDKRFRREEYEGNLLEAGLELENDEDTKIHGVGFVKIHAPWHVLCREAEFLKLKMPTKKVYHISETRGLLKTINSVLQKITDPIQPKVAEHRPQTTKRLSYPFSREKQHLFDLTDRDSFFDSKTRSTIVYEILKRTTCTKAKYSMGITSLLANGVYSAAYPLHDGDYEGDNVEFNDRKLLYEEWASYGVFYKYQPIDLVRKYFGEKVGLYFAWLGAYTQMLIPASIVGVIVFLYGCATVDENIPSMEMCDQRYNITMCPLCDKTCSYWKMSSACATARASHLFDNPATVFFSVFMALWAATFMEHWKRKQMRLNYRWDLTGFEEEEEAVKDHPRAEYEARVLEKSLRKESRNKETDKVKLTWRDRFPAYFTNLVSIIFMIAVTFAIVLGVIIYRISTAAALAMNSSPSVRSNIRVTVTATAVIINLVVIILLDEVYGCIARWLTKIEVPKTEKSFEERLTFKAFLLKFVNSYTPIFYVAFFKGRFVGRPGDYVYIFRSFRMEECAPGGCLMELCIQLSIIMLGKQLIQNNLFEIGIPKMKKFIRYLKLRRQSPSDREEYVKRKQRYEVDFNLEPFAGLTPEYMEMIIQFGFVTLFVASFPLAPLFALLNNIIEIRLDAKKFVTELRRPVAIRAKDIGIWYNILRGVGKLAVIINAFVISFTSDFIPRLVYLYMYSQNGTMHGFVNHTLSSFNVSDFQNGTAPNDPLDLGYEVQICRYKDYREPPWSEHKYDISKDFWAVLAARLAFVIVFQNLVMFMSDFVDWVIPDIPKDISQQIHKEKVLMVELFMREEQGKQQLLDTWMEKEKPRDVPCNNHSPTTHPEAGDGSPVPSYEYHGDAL
TMEM16A act: TMEM16A chloride channel activators or potentiators, primary screen, cell-based, HTS; HEK293 TMEM16A/YFP-H148Q/I152L, iodide quench fluorescence; active compounds read low; 340,000 tested, 0.3% active; Anoctamin-1 (Mus musculus), Q8BHY3; B-score at 10 µM;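 active means fluorescence-ratio B-score plate-corrected deviation score at least 3 library SD below zero, with starting fluorescence score within 5 deviations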;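 further: channel opened by trigger with iodide after compound preincubation; score built on the fluorescence ratio of max minus min over baseline; more negative score means more quench and so TMEM16A activation or potentiation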
TRPC4 PAM: positive allosteric modulators of TRPC4, primary screen, cell-based, mouse TRPC4beta, HEK293 mu-opioid, Fluo-4 calcium; B-score at 10 µM; 310,000 tested, 0.42% active; Short transient receptor potential channel 4 (Mus musculus), Q9QUQ5; DAMGO EC20, Fluo-4 Ca2+ flux; active compounds read high;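 active means B-score of calcium response area above 5 SD of library B-scores, with initial fluorescence ratio within 5 SD of library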;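 further: B-score of integrated fluorescence ratio over time as area under calcium response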
DYRK1A inh: rat Dyrk1A kinase inhibitors, primary screen, biochemical, single point, plate reader; Dual specificity tyrosine-phosphorylation-regulated kinase 1A (Rattus norvegicus), Q63470; ADP-Glo luminescence, NFATc1 peptide; 310,000 tested, 0.43% active; inhibition, % at 12.5 µM; AID 504441, 2011; in the data active means inhibition above about 50%;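 further: plate controls were vehicle with enzyme for no effect and no enzyme for full effect; many of its hits are not listed in these tables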
KCNQ1 block: inhibitors of human KCNQ1 channel, primary screen, cell-based, thallium flux, high-throughput | CHO-K1 KCNQ1, FluxOR thallium flux fluorescence; active compounds read high | AID 2642, 2010 | Potassium voltage-gated channel subfamily KQT member 1 (Homo sapiens), P51787 | 310,000 tested, 1.3% active | B-score at 10 µM;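 active means compounds whose thallium flux B-score, printed positive for inhibition, exceeds three library SD while starting fluorescence stays within three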;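 further: channel opened by potassium depolarization with thallium stimulus after 20 min compound exposure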
hERG protect: hERG rescue from dofetilide block, primary screen, cell-based, CHO-hERG, FluxOR thallium flux, dofetilide IC70 | dofetilide IC70 present | activation (rescue from dofetilide block), less the hit threshold, % at 10 µM | Voltage-gated inwardly rectifying potassium channel KCNH2 (Homo sapiens), Q12809 | 310,000 tested, 0.51% active;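 active means activation above the mean of controls blocked by dofetilide plus 5 SD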;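 further: thallium influx through hERG after potassium depolarization seen as dye fluorescence rise; in these data hits start at about 4.7%; inactives centre near -7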
Numbers without * were called inactive; i = inactive; . = not tested or not shown. Not all compounds are listed; the hit share may differ from the screen's.

SMILES	HDAC3 inhib	KCNQ1 pot	KCNK3 inh	TRPC4 agonist	KCNK9 inh	TMEM16A inh	TMEM16A act	TRPC4 PAM	DYRK1A inh	KCNQ1 block	hERG protect
CCn1cc(C(=O)NCCC(=O)NC(C)C)c(=O)c2cc3c(cc21)OCO3	9	i	i	i	i	i	i	i	-4	i	-5
Fc1ccccc1NC(=S)N1CCN(c2ccccn2)CC1	-4	i	i	i	i	i	i	i	-2	i	-5
Nc1ccc(NC(=O)Nc2ccc(N)cc2)cc1	-5	i	i	i	i	i	i	i	3	i	-2
CCOC(=O)C1=C(CSc2nc3ccccc3s2)NC(=O)NC1c1ccc(OC)cc1 (stereo not drawn)	1	i	i	i	i	25*	i	i	15	i	-1
CCC1CCCCN1C(=O)CSc1nnc(-c2ccc(OC)cc2)o1 (stereo not drawn)	1	i	i	i	i	i	i	i	7	i	-6
Cc1cc(OC(C)C(=O)N2CCN(c3ccccc3)CC2)c2c(C)c(C)c(=O)oc2c1 (stereo not drawn)	4	i	i	i	i	i	i	i	-3	i	-10
CCn1c(C)c(C2=CCN(S(=O)(=O)c3ccc(C)cc3)CC2)c2ccccc21	-2	i	i	i	i	i	i	i	2	i	-12
CCO[C@@H]1OC(C(=O)N2CCOCC2)=C[C@H](C2CCCCC2)[C@H]1CCCO	-7	i	i	i	i	i	i	i	1	i	-7
CC(=O)c1ccc(Oc2ncnc3sccc23)c(CN2CCOCC2)c1	-4	i	i	i	i	i	i	i	-1	i	-9
COCCNS(=O)(=O)c1ccc2c(c1)oc(=O)c1cc(S(=O)(=O)NCCOC)ccc12	5	i	.	i	i	i	.	i	.	i	-10

Profiles as entered above. Screens in order: HDAC3 inhib	KCNQ1 pot	KCNK3 inh	TRPC4 agonist	KCNK9 inh	TMEM16A inh	TMEM16A act	TRPC4 PAM	DYRK1A inh	KCNQ1 block	hERG protect
Shown for CCC1CCCCN1C(=O)CSc1nnc(-c2ccc(OC)cc2)o1 (stereo not drawn) = 1	i	i	i	i	i	i	i	7	i	-6
Shown for CCOC(=O)C1=C(CSc2nc3ccccc3s2)NC(=O)NC1c1ccc(OC)cc1 (stereo not drawn) = 1	i	i	i	i	25*	i	i	15	i	-1
Shown for CCn1c(C)c(C2=CCN(S(=O)(=O)c3ccc(C)cc3)CC2)c2ccccc21 = -2	i	i	i	i	i	i	i	2	i	-12
Shown for Nc1ccc(NC(=O)Nc2ccc(N)cc2)cc1 = -5	i	i	i	i	i	i	i	3	i	-2

Other entries
SMILES	HDAC3 inhib	KCNQ1 pot	KCNK3 inh	TRPC4 agonist	KCNK9 inh	TMEM16A inh	TMEM16A act	TRPC4 PAM	DYRK1A inh	KCNQ1 block	hERG protect
Cc1ccccc1Nc1nc(CSc2nnnn2-c2ccccc2)cs1	-1	i	i	i	i	i	i	i	-5	i	-7
Fc1ccc(F)c(CN2CCN(c3ncccn3)CC2)c1	-1	i	i	i	i	i	i	i	7	i	-7
COc1ccc2[nH]c3c(c2c1)CCN1C(=O)N([C@@H](C)C(=O)NCc2ccccc2)C(=O)[C@]31C	7	i	i	i	i	i	i	i	-4	i	-5
CC(=O)c1ccc(N2CCN(CC3CCCCC3)CC2)cc1	2	i	i	i	i	i	i	i	-3	i	-9
COc1ccc(S(N)(=O)=O)cc1C(=O)NCC(C)(C)N1CCCCC1	5	i	i	i	i	i	i	i	-5	i	-1
O=C(C1CC1)N(CCN(Cc1ccccc1)C(=O)C1CC1)Cc1ccccc1	-7	i	i	i	i	i	i	i	-7	i	-10
COc1cccc(N2CCN(C(=O)C3CCCN(c4ncnc5c4nc4n5CCCCC4)C3)CC2)c1 (stereo not drawn)	-8	i	i	i	i	i	i	i	3	i	-16
Cc1cc(NCc2ccccc2)nc(N2CCOCC2)n1	3	i	i	i	i	i	i	i	-5	i	-7
COc1ccc(C(=O)NCC(c2ccco2)N2CCOCC2)cc1OC (stereo not drawn)	1	i	i	i	i	i	i	i	2	i	-17
Cc1nn(Cc2ccccc2)c(C)c1NC(=O)c1cccs1	-4	i	i	i	i	i	i	i	23	i	-9
Cc1nn(-c2ccccc2)c(=S)n1-c1ccccc1	2	i	i	i	i	i	i	i	1	i	0
COc1ccc(NC(=O)CN(C)CC(=O)Nc2sc3c(c2C(N)=O)CCC3)cc1	3	i	i	i	i	i	i	i	17	i	-16
N=C(c1cccc([N+](=O)[O-])c1)N1CCCCC1	-4	i	i	i	i	i	i	i	-3	i	-2
COc1ccc(/C=C2\C(=O)NC(=S)N2C(=O)c2ccc(C)cc2)cc1	2	i	i	i	i	i	i	i	16	i	-1
Cc1cnc(C)c(N2CCC(C(=O)NC(C)c3cccs3)CC2)n1 (stereo not drawn)	-2	i	i	i	i	i	i	i	-2	i	-3
Cc1ccc(Cc2cnc(NC(=O)c3ccco3)s2)cc1	4	i	i	i	i	i	i	i	1	i	-1
COCCn1c(=NC(=O)CCS(=O)(=O)c2ccccc2)sc2c(OC)ccc(OC)c21	-3	i	i	i	i	i	i	i	-3	i	-9
FC(F)(F)C12CC(c3ccccc3)=NCCN1CCN2 (stereo not drawn)	-3	i	i	i	i	i	i	i	3	i	-21
CS(=O)(=O)Nc1ccc(C(=O)NCCSCc2c(F)cccc2Cl)cc1	-6	i	i	i	i	i	i	i	-4	i	-14
COCCNC(=O)CSCc1c(F)cccc1Cl	16	i	i	i	i	i	i	i	-5	i	-3
COc1ccc2[nH]cc(S(=O)(=O)c3ccc(C(C)C)cc3)c(=O)c2c1	-2	i	i	i	i	i	i	i	.	i	-4
O=C(CCl)N=c1sccn1Cc1ccc(Cl)cc1Cl	-1	i	i	i	i	i	i	i	0	i	-7
CCC(=O)Nc1ccc(C(=O)CSc2nnc(-c3ccc(NS(C)(=O)=O)cc3)n2C)cc1OC	2	i	i	i	i	i	i	i	-3	i	0
COc1cccc(CNc2cc(CSc3ccc(Cl)cc3)nc(C)n2)c1	-2	i	i	i	i	100*	i	i	-1	i	-10
COc1ccccc1CNC(=O)CN(C)S(=O)(=O)c1ccc(Br)s1	-5	i	i	i	i	i	i	i	-4	i	-12
COc1ccc2oc(=O)cc(C)c2c1	-8	i	i	i	i	i	i	i	36	i	-12
COc1ccccc1-n1c(SCC(=O)N2CCOCC2)nc(O)cc1=O	5	i	i	i	i	i	i	i	-3	i	-3
CCC1Oc2ccc(C)cc2N(CC(=O)NCC2COc3ccccc3O2)C1=O (stereo not drawn)	0	i	i	i	i	i	i	i	11	i	-16
N#Cc1nc(N2CCOCC2)nc(N2CCOCC2)n1	-3	i	i	i	i	i	i	i	-2	i	-6
O=c1oc2ccc(Cl)cc2cc1-c1ccccc1	-4	i	i	i	i	i	i	i	-2	i	-8
O=C(O)C1C2C=CC3(CN(c4cccc(C(F)(F)F)c4)C(=O)C13)O2 (stereo not drawn)	3	i	i	i	i	i	i	i	-1	i	-5
C=CCN1C(=O)/C(=C/c2ccccc2)S/C1=N/c1nccs1	-2	i	i	i	i	i	i	i	58*	i	-13
O=C(c1ccc(C(=O)N2CCCCCC2)cc1)N1CCCCCC1	9	i	i	i	i	i	i	i	13	i	-5
CCN1C(=O)CC(N2CCN(c3ccc(C(=O)c4ccncc4)cc3)CC2)C1=O (stereo not drawn)	5	i	i	i	i	i	i	i	3	i	-12
NNC(=O)CCc1c[nH]c2ccccc12	-1	i	i	i	i	i	i	i	4	i	-5
Cc1nc2ccc(C(=O)O)cc2[nH]1	-2	i	i	i	i	i	i	i	6	i	7.0*
COc1ccc(CN(C)CCc2ccccn2)c(OC)c1OC	-11	i	i	i	i	i	i	i	0	i	-10
O=C(Nc1nnc(-c2ccccc2)o1)C1CCCCC1	8	i	i	i	i	i	i	i	4	i	-5
CC(C)NC(=O)c1ccc(OC2CSC2)cc1	2	i	i	i	i	i	i	i	-2	i	1
Cc1ccc(C(=O)NCCc2c[nH]c3ccccc23)s1	3	i	i	i	i	i	i	i	0	i	-5
Cc1ccc(S(=O)(=O)N(C)CC(=O)N2CCN(c3ccccn3)CC2)cc1	-3	i	i	i	i	i	i	i	1	i	-12
CC(C)COc1ccc(C(=O)OCCN2CCCCC2)cc1	-2	i	i	i	i	i	i	i	-7	i	-5
Cc1cc(Br)cc(C)c1NC(=S)NC(=O)CC(C)C	8	i	i	i	i	i	i	i	-1	i	-11
C=CCOc1ccc(-c2nc3c(c(=O)[nH]c(=O)n3CCCC)n2C)cc1OC	5	i	i	i	i	i	i	i	2	i	-6
COc1ccccc1CN1CCC(n2nccc2NC(=O)CCCc2ccccc2)CC1	6	i	i	i	i	i	i	i	-8	i	-7
Cc1ccc(C(=O)N/C(=C/c2ccco2)C(=O)NC2CCS(=O)(=O)C2)cc1 (stereo not drawn)	0	i	i	i	i	i	i	i	0	i	-11
CC(Oc1ccc(Cl)cc1Cl)C(=O)NN=C1CCN(C)CC1 (stereo not drawn)	-14	i	i	i	i	i	i	i	0	i	-1
CCCCCCC(=O)Nc1ccc(C(=O)N2CCCC2)cc1	11	i	i	i	i	i	i	i	0	i	-13
Cc1ccccc1NC(=O)CCC(=O)N/N=C/c1c[nH]c2ccccc12	1	i	i	i	i	i	i	i	5	i	-20
COc1cccc(/C=C(/C(=O)OCC(=O)NC2CCCCCCC2)c2ccccc2)c1	14	i	i	i	-9.9*	i	i	i	-2	10*	-25
CN(C(=O)C1CCN(S(=O)(=O)c2cccc3nonc23)CC1)C1CCCCC1	1	i	i	i	i	i	i	i	.	i	-11
O=C(COC(=O)/C=C/c1ccccc1[N+](=O)[O-])NC1CCS(=O)(=O)C1 (stereo not drawn)	-1	i	i	i	i	i	i	i	.	i	-15
Cc1ccc(Cl)cc1NC(=O)CCN1C(=O)C2C3CCC(C3)C2C1=O (stereo not drawn)	1	i	i	i	i	i	i	i	5	i	-4
